High-throughput results deposited in PubChem BioAssay by National Center for Advancing Translational Sciences (NCATS).
TRHR agonist: qHTS for Small Molecule Agonists and Allosteric Enhancers of Human TRH Receptor: Primary Screen for Agonists. Thyrotropin-releasing hormone receptor (Homo sapiens), P34981. 360,000 tested, 0.18% active. activation, % at 2 µM. TRHR cells, calcium flux fluo-8, FDSS agonist mode; in the data active means activation above about 30%; further: 0% is about no effect
Target sequence (P34981 whole entry, looked up): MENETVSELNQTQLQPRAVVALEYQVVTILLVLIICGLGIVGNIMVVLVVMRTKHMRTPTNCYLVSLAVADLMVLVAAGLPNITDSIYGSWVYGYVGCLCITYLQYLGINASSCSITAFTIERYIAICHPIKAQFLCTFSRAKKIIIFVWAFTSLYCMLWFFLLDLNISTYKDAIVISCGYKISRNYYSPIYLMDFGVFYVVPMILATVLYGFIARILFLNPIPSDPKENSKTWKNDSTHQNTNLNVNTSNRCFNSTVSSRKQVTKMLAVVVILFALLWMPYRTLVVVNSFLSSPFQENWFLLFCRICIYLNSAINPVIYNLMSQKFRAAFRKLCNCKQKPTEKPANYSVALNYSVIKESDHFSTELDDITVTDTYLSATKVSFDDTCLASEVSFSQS
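Fluo-8-loaded TRHR cells; 10 s baseline, compound added, kinetic Ca2+ fluorescence read 1/s, agonist mode.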
Apoferritin bind: qHTS Assay for Identification of Novel General Anesthetics | apoferritin/1-aminoanthracene competitive binding, fluorescence | Ferritin light chain (Equus caballus), P02791 | 350,000 tested, 0.074% active | Potency, µM (titrated, usually from 77.5 µM), without a hit: top-dose activity change, negative = displacement, hits mostly inhibitors; further: potency means the concentration at half of the fitted maximal effect; on the % scale 0 is the no-effect control and ±100 the full control effect; nearly all actives have a fitted effect of over 20% in size
Target sequence (P02791 2-175 limits assumed): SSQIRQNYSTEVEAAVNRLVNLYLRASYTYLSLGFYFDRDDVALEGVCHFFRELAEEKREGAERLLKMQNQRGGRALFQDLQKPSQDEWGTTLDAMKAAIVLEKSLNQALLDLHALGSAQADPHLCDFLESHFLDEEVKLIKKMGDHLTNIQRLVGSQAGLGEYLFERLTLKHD
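Probe: 1-aminoanthracene (50% saturated, PBS). Protein: horse-spleen apoferritin, 10 uM. Incubation: 10 min, room temperature. Detection: 380 nm excitation, 535 nm emission. Analysis: normalized response, four-parameter Hill.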
D1 potentiator: Potentiators of Human D1 Dopamine Receptor: qHTS; D(1A) dopamine receptor (Homo sapiens), P21728; HEK293 TREx D1 cells, calcium flux, dopamine EC20 potentiation; potentiation, % at 10 µM; 360,000 tested, 0.036% active; AID 504651, 2011; in the data active means potentiation above about 30%; further: 0% is about no effect
Target sequence (P21728 whole entry, looked up): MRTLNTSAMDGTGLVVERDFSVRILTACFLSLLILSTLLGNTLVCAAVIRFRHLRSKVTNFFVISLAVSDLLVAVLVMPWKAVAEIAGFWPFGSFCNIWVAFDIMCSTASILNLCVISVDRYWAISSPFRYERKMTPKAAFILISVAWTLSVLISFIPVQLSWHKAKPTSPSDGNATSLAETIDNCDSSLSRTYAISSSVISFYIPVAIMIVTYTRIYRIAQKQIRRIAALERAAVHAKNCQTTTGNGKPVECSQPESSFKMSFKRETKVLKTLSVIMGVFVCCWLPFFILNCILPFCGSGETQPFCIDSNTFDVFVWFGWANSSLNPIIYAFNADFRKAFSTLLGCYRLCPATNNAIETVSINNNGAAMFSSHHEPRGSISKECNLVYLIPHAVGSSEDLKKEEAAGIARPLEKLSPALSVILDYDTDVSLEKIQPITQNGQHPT
RXFP1 antag: qHTS Assay for Antagonists of the Relaxin Receptor RXFP1. AID 1259400, 2018. 350,000 tested, 0.59% active. Relaxin receptor 1 (Homo sapiens), Q9HBX9. HEK293-RXFP1, relaxin-stimulated cAMP HTRF, 30 min; active compounds read low. activity change, negative = inhibition, % at 57.5 µM;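 active means activity change of -60% or lower, but not beyond a set lower limit; inconclusive means change between -60% and -40%, or beyond the set limit; inactive means change above -40%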; further: on the % scale 0 is the no-effect control and ±100 the full control effect
D2 potentiator: HTS Assay for Positive Allosteric Modulators of the Human D2 Dopamine Receptor: Primary Screen for Potentiators. AID 485347, 2010. D(2) dopamine receptor (Homo sapiens), P14416. HEK293 T-REx D2, calcium flux, EC20 dopamine potentiation. potentiation, % at 10 µM. 340,000 tested, 0.34% active;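 active means potentiation over 3 SD above the plate norm, cut at about 30% in these data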; further: 0% is about no effect
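Using a no-wash calcium dye in inducible, force-coupled HEK293 Trex cells expressing D2, we tracked fluorescence each second for 180 s after compound, then for 180 s after EC20 dopamine to detect augmented signalling.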
RXFP1 agonist: qHTS Assay for Agonists of the Relaxin Receptor RXFP1 | Relaxin receptor 1 (Homo sapiens), Q9HBX9 | 370,000 tested, 0.3% active | Potency, µM (top dose mostly 57.5 µM), inactives show at the highest dose activation, actives largely listed as activators | HEK293T-RXFP1 cAMP TR-FRET, 30 min; response scale: percent of porcine relaxin response, buffer zero; further: potency means the concentration at half of the fitted maximal effect; on the % scale 0 is the no-effect control and ±100 the full control effect; nearly all actives have a fitted effect of over 60% in size; many of its hits are not listed in these tables
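HEK293T cells stably expressing RXFP1 were pretreated with the PDE4 inhibitor Ro 20174, exposed to compounds for 30 min at 37C, lysed, and cAMP was read by TR-FRET. Data normalized to buffer (basal) and 29 nM porcine relaxin (100%).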
D1 ag: Allosteric Agonists of the Human D1 Dopamine Receptor: qHTS; 360,000 tested, 1% active; AID 504660, 2011; D(1A) dopamine receptor (Homo sapiens), P21728; activation, % at 2 µM; HEK293 T-REx D1 cells, calcium flux, agonist mode; in the data active means activation above about 30%; further: 0% is about no effect
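Tetracycline-induced HEK293 TREx D1 cells, force-coupled to calcium signalling, were dye-loaded with a no-wash calcium kit. Compound was pin-added after a 10 s baseline. Fluorescence was read kinetically at 1 cycle/s for 180 s, with calcium rises flagged as agonism.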
D1 antag: Antagonist of Human D 1 Dopamine Receptor: qHTS; D(1A) dopamine receptor (Homo sapiens), P21728; HEK293 TREx D1 cells, calcium flux, dopamine EC80; active compounds read low; activity change, negative = inhibition, % at 10 µM; 360,000 tested, 3.2% active; in the data active means activity change below about -30%; further: on the % scale 0 is the no-effect control and ±100 the full control effect
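Using tetracycline-induced force-coupled D1 Hek293 cells and a calcium dye, signals were followed for 180 s after compound, then for 180 s after EC80 dopamine, to detect inhibitors.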
TRHR enhancer: qHTS for Small Molecule Agonists and Allosteric Enhancers of Human TRH Receptor: Primary Screen for Enhancers | enhancement, % at 2 µM | 360,000 tested, 0.66% active | TRHR cells, fluo-8 calcium fluorescence, EC20 TRH enhancement; in the data active means enhancement above about 30%; further: 0% is about no effect
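Enhancer read-out: after compound pinning and an initial kinetic agonist-mode read, an EC20 of TRH (10 nM final) was injected and fluo-8 calcium signal (Ex 480/Em 530) followed at 1 s/cycle for 100 cycles in TRHR-expressing cells.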
Active calls of the source: *; ? = inconclusive; nt = no result given. Unless noted, the call rests on the fitted dose curve; in most records, active means well fitted curve in the direction sought with a large enough effect; inconclusive means small, poorly fitted or top-dose-only effect, or another doubt; inactive means no such curve, though single readings can be large; an effect the other way counts as inactive or inconclusive.

SMILES | TRHR agonist | Apoferritin bind | D1 potentiator | RXFP1 antag | D2 potentiator | RXFP1 agonist | D1 ag | D1 antag | TRHR enhancer
COc1ccc(OC)c(CNC(=O)NCc2noc3ccc(C)cc23)c1 | -0.3 | ? | 1 | -9 | 1 | 0.9% | 5 | 17 | 4
COc1ccccc1N1CCN(C(=O)C2CCN(S(=O)(=O)c3ccc(Cl)cc3)CC2)CC1 | -0.1 | -10% | -5 | -2 | 1 | 1.4% | 2 | 1 | -2
Cc1ccc(S(=O)(=O)NCCc2cc3ccc(C)cc3[nH]c2=O)cc1 | -0.1 | -17% | 0 | -8 | 6 | -0.1% | 0 | 7 | -2
COc1ccc(/C=C/C(O)=C2/C(=O)NC3(C)CC2c2ccccc2O3)c(OC)c1OC (stereo unspecified) | -0.2 | -2% | -1 | -2 | nt | 1.8% | 1 | -3 | -2
CCn1c(C(C)NC(=O)c2ccc(OC)c(OC)c2)nc2ccccc21 (stereo unspecified) | -0.2 | -5% | -4 | -2 | -2 | 2.7% | 2 | -2 | -4
CON(C)S(=O)(=O)c1cccc(C(=O)NC2CCSc3ccccc32)c1 (stereo unspecified) | -0.3 | -15% | 0 | -4 | -15 | 2.7% | 3 | -22 | -6
CCN1CCCC(OC(=O)Nc2ccccc2)C1 (stereo unspecified) | -1.8 | -7% | -6 | 0 | 7 | 0.9% | 8 | -27 | -3
O=C(CNC(=O)N1CC(=O)Nc2ccccc21)NCc1cccc(Cl)c1 | -0.1 | -9% | -3 | 10 | -13 | 3.5% | 2 | 12 | 4
CCOc1ccc2nc(NC(=O)c3ccc(S(=O)(=O)N4CCOCC4)cc3)sc2c1 | -0.3 | -6% | 1 | -11 | 12 | 3.6% | 3 | 6 | 3
COc1ccc(C(=O)Nc2ccc(N3CCN(C(=O)c4ccccc4)CC3)cc2)cc1[N+](=O)[O-] | -0.7 | -12% | -6 | 8 | -7 | 1.2% | 1 | 5 | -6
O=C1CCN(C(=O)CSc2ccc(Cl)cc2)N1 | 0.2 | -11% | -4 | -35 | 17 | -0.6% | 3 | 23 | -1
CC(C)(C)NS(=O)(=O)c1ccc(CCC(=O)N2CCOCC2)cc1 | -0.8 | -3% | -3 | 1 | 11 | 0.8% | 9 | 2 | 7
CCOC(=O)c1[nH]c2c(c1Cc1ccccc1OC)C(=O)CC(c1ccc(OCC)cc1)C2 (stereo unspecified) | 1.7 | 6% | 1 | -32 | -7 | 0.5% | 5 | 7 | -9
Cc1ccccc1OCc1nnc(SCc2cc(=O)c3ccccc3[nH]2)n1C | -0.1 | -3% | 0 | -3 | -2 | 2.3% | -1 | -19 | -5
CC(=O)c1cccc(NC(=O)CCNS(=O)(=O)c2cccc(C(C)=O)c2)c1 | 0.9 | -13% | -6 | -12 | 6 | -0.1% | 4 | -1 | -2
Cc1cccc(C(=O)O/N=C(\c2ccccc2)c2cccnc2)c1 | -0.8 | 1% | -5 | -16 | -6 | -0.4% | 1 | 5 | -4
COc1cccc(CC(NC(C)=O)C(=O)NC2CCN(c3nc(C)cc(C)c3C#N)CC2)c1 (stereo unspecified) | -2.0 | -6% | 0 | 2 | -3 | 1.3% | 0 | 7 | -2
Cc1ccc2c(c1)c1c(n2CC(O)CNC(C)(C)C)CCCC1 (stereo unspecified) | 1.2 | -23% | -2 | nt | 1 | -2.0% | 19 | 4 | 3
COCC(C)NC(=O)/C(=C/c1ccccc1)c1ccccc1 (stereo unspecified) | -0.3 | -12% | 0 | -5 | -7 | 0.1% | -1 | 14 | -1
Cc1cc(C)c(C)c(C(=O)c2ccccc2C(=O)O)c1C | 0.5 | -5% | 1 | 5 | 7 | 0.6% | 0 | 18 | 23
O=C(NCCc1ccc(Cl)cc1)C1CCC(=O)N1Cc1ccc(F)cc1 (stereo unspecified) | 0.4 | 5% | nt | nt | 2 | 2.5% | 1 | 5 | 1
O=C(NNC1=Nc2ccccc2SC1)c1cccc([N+](=O)[O-])c1 | 0.6 | -16% | -3 | -1 | -25 | -0.2% | 2 | 1 | -3
COc1cc(CC(=O)Nc2ccc3nc(SC)sc3c2)cc(OC)c1OC | -0.2 | -12% | -9 | 3 | nt | 23% | 1 | 2 | 1
CCn1cc(C(=O)N2CCc3ccccc32)c(=O)c2cc(S(=O)(=O)N3CCOCC3)ccc21 | 0.0 | ? | 2 | 2 | 7 | 1.6% | 1 | -3 | 0
O=C(OCc1ccccc1Cl)c1ccccc1C(=O)c1ccccc1 | 1.9 | ? | 1 | -12 | -5 | 5.0% | 10 | -6 | -19
CCc1ccc(-c2nc(C(N)=O)c3[nH]c(=O)n(-c4ccccc4OC)c3n2)cc1 | 0.8 | -4% | -4 | nt | -4 | 5.1% | 4 | 1 | 1
Cc1cc(C(=O)OCC(=O)c2c(N)n(C)c(=O)n(C)c2=O)c(C)o1 | 0.6 | 3% | -8 | 9 | -4 | 11% | 2 | -61* | -17
O=C(NC1CCCc2ccccc21)C(Cc1ccccc1)NS(=O)(=O)c1cccs1 (stereo unspecified) | -0.6 | 2% | -2 | 7 | 0 | 0.5% | 5 | 12 | -6
O=C(NCc1ccc(F)cc1)c1cc2n(n1)CCCN(Cc1ccc(F)cc1)C2=O | 0.1 | -10% | -2 | -6 | -4 | 5.2% | 3 | 10 | 28
Cc1ccc(C(C)C)c(OCC(=O)Nc2ccc(-c3nc4ncccc4o3)cc2C)c1 | 0.1 | -2% | -3 | nt | 0 | -0.5% | -1 | 8 | 15
CC(NS(=O)(=O)c1cccc(Cl)c1)C(=O)Nc1ccc(-c2nc3ccccc3s2)cc1 (stereo unspecified) | 0.3 | -5% | -6 | -33 | 7 | 16% | 4 | 1 | -2
COc1cc(C(=O)Nc2cccc(OCc3cc(=O)n4c(C)csc4n3)c2)cc(OC)c1OC | 0.3 | -8% | 0 | nt | nt | 9.9% | -1 | -8 | 6
COC(=O)c1c(C)[nH]c(C)c1C(C)=O | 0.8 | -14% | -1 | 4 | 1 | 1.1% | 1 | 9 | 14
CC(=O)N(CN1C(=O)c2ccccc2C1=O)c1ccc2c(c1)oc1ccccc12 | -0.4 | -9% | -8 | -5 | -9 | 3.4% | 1 | 10 | 0
COc1ccccc1CNc1nc2ccccc2n1CCN1CCCCC1 | 0.3 | -23% | 5 | -22 | -19 | 0.9% | 11 | -35* | -7
O=S(=O)(Nc1ccc(-n2cccc2)cc1)c1ccccc1 | -0.1 | -9% | -2 | -2 | 0 | 0.3% | 3 | -2 | 3
Cc1cc(=O)oc(C)c1C(=O)NCCc1ccccc1 | -1.1 | -2% | -2 | -2 | 15 | 0.1% | 3 | -32* | 19
CS(=O)(=O)c1ccccc1-c1nnc(NC(=O)c2ccco2)o1 | -0.2 | nt | 1 | -3 | nt | 1.0% | 3 | -3 | 14
CC(C)c1ccc(C2(C)NC(=O)N(CC(=O)NC3CCCC(C)C3C)C2=O)cc1 (stereo unspecified) | 0.1 | nt | 5 | 6 | 3 | -1.2% | 0 | 27 | 4
O=C(NC1CCCC1)c1cc(-c2cccc(Cl)c2)on1 | 0.2 | -14% | -2 | -27 | -7 | -6.2% | 2 | 1 | -4
C=CCn1c(-c2ccc(OC)c(OC)c2)cs/c1=N\c1ccccn1 | -0.1 | 6% | -6 | 7 | 10 | -0.5% | 1 | -12 | 9
Nc1c(Cl)cc(Cl)cc1C(=O)OCC(=O)N1CCCC1=O | -0.2 | nt | -5 | 16 | 10 | 2.5% | 3 | -1 | 2
O=[N+]([O-])c1c(Nc2ccc(O)cc2)cc(N2CCOCC2)c2nonc12 | -0.2 | -10% | -6 | 12 | 7 | -0.3% | 2 | 8 | 0
COc1ccc(CNC(=O)C2=CC(c3ccc(C)cc3)=NS(=O)(=O)N2C)cc1 | -0.5 | ? | -19 | -4 | -13 | 1.4% | -1 | -34* | 10
ClCc1nnc(-c2cc3c(s2)CCCC3)o1 | -0.3 | ? | -3 | -13 | nt | 1.7% | 0 | -12 | 7
Cc1ccsc1/C=N\NC(=O)Cn1nnc2ccccc21 | -0.8 | 5% | 3 | -7 | -9 | 0.3% | 1 | 3 | 12
CCOC(=O)N1CCC(N(CCN(C)C)C(=S)Nc2cc(Cl)cc(Cl)c2)CC1 | 1.4 | -1% | -3 | -1 | nt | -0.2% | 4 | -1 | 3
NS(=O)(=O)c1ccc(CCNC(=O)CN2CCN(Cc3cccc4ccccc34)CC2)cc1 | -0.1 | 1% | -5 | -1 | -7 | 0.2% | 5 | 1 | 0

Entries of single compounds, quoted from the list:
Nc1c(Cl)cc(Cl)cc1C(=O)OCC(=O)N1CCCC1=O across the screens: TRHR agonist = -0.2; Apoferritin bind = nt; D1 potentiator = -5; RXFP1 antag = 16; D2 potentiator = 10; RXFP1 agonist = 2.5%; D1 ag = 3; D1 antag = -1; TRHR enhancer = 2
Cc1ccsc1/C=N\NC(=O)Cn1nnc2ccccc21 across the screens: TRHR agonist = -0.8; Apoferritin bind = 5%; D1 potentiator = 3; RXFP1 antag = -7; D2 potentiator = -9; RXFP1 agonist = 0.3%; D1 ag = 1; D1 antag = 3; TRHR enhancer = 12

(list continues)
SMILES | TRHR agonist | Apoferritin bind | D1 potentiator | RXFP1 antag | D2 potentiator | RXFP1 agonist | D1 ag | D1 antag | TRHR enhancer
CCCCNC(=O)c1onc(CSc2ccc(F)c(F)c2)c1C(=O)O | 0.0 | -10% | -1 | nt | -6 | 0.5% | 0 | 18 | -3
Nn1c(SCC(=O)Nc2nccs2)nnc1C1CC1 | 0.0 | -1% | -8 | -2 | 7 | 3.6% | 3 | -9 | 3
O=[N+]([O-])c1ccc(COc2ccc(-c3[nH]ncc3-c3ccc(Cl)cc3)c(O)c2)cc1 | -0.1 | ? | -3 | -6 | 9 | 0.4% | 7 | 17 | 3
CCCCCCNC(=O)c1c(O)c2ccccc2[nH]c1=O | 0.3 | -11% | -2 | -4 | -2 | -1.7% | 1 | -4 | 20
CCn1cc(C(=O)Nc2ccc(OC)c(OC)c2)c2cc(OC)c(OC)cc2c1=O | -0.9 | -9% | -2 | -4 | -1 | 1.8% | -1 | 0 | 4

An excerpt, so the mix of outcomes need not match the whole.
